From PubChem
BCLXL inh: blocks human Bcl-xL binding to Bim BH3 peptide | 0.7% of 320,000 active | Q07817 | AID 2129 | inhibition, % at 10.9 µM | GST-Bcl-xL / FITC-Bim BH3 peptide fluorescence polarization;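 active means inhibition above the mean of all tested compounds plus 3 SD, cutoff set per campaign, cut at about 30% in these data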;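 further: 0% = DMSO wells and 100% = unlabeled Bim-BH3 peptide competitor; inhibitors lower millipolarization by displacing the labeled peptide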
Target sequence (Q07817 whole entry, looked up): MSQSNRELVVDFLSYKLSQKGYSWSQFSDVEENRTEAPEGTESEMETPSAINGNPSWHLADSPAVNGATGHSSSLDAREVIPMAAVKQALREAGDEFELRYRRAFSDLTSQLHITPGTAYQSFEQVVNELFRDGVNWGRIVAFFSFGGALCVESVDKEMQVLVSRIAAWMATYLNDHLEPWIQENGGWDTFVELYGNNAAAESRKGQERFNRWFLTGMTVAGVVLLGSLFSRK
GSTO1 counter: GSTO1 inhibition, counter-screen for RBBP9 inhibitors. P78417. recombinant GSTO1, activity-based probe fluorescence polarization. inhibition, % at 5.96 µM. 1.1% of 300,000 active. AID 1974;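 active means inhibition above the campaign mean inhibition plus 3 SD, cut at about 35% in these data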;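 further: 0% = GSTO1-1 with DMSO and 100% = wells lacking GSTO1-1 enzyme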
Target sequence (P78417 whole entry, looked up): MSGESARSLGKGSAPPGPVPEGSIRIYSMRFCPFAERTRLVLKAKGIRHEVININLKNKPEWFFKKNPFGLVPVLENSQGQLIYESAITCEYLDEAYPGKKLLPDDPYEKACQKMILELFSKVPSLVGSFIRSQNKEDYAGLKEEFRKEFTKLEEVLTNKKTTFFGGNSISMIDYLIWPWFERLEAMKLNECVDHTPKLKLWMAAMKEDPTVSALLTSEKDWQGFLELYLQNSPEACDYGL
MEX-5 binding: C. elegans MEX-5 TCR-2 RNA binding activity. Q9XUB2. AID 1832. activity score (negative = inhibition of binding), % at 10 µM. MEX-5/FITC-TCR2 RNA binding, fluorescence polarization; hits give low values. 0.38% of 300,000 active;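 active means inhibition past about -25% in most replicates, and total fluorescence under double the plate's negative control median, limit read from the data; inconclusive means replicates evenly split on the limit, or fluorescence at least double controls; inactive means too little inhibition in most replicates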;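 further: 0% = DMSO and -100% = 5 µM competing unlabeled TCR2 RNA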
Target sequence (Q9XUB2 whole entry, looked up): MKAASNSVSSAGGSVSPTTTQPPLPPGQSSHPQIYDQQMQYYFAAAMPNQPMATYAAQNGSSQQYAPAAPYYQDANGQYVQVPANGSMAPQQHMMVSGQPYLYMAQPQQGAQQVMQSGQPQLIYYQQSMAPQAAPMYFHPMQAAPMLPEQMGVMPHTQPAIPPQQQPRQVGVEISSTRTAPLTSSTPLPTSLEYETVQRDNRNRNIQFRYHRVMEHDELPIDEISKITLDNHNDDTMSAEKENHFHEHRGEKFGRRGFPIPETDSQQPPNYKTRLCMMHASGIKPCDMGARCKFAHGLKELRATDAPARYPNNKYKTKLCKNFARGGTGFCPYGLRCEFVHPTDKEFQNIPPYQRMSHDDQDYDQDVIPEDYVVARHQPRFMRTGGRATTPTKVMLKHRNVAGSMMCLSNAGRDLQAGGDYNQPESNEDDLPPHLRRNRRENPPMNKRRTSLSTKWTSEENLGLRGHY
MCL1 BIM primary: MCL1-BIM-BH3 interaction inhibition (human). Q07820. GST-MCL1 / FITC-Bim-BH3 fluorescence polarization. inhibition, % at 10.9 µM. 0.68% of 320,000 active;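 active means inhibition above the mean inhibition of all tested compounds plus 3 SD, set per campaign, cut at about 40% in these data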;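 further: 0% = DMSO wells and 100% = unlabeled Bim-BH3 peptide control; higher means more loss of mP so more displacement of Bim peptide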
TPT1 inhibitor: C. albicans TPT1 enzyme inhibition; inhibition, % at 5 µM; recombinant caTPT1, FP RNA substrate dephosphorylation; 0.81% of 300,000 active;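 active means inhibition above the mean of all tested compounds plus 3 SD, set per screening campaign, cut at about 24% in these data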;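 further: plate controls were DMSO alone for no effect and ferristatin control at 100 nM for full effect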
PME-1 inh: blocks human protein phosphatase methylesterase 1; recombinant PME-1, FP-Rh probe fluorescence polarization; inhibition, % at 5.9 µM; 0.53% of 320,000 active; AID 2130;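 active means inhibition above the campaign mean of all compounds plus 3 SD, cut at about 26% in these data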;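 further: competitive labeling of PME-1 active site by serine hydrolase directed probe; 0% = PME-1 with DMSO and 100% = wells lacking PME-1 enzyme; inhibitors block probe labeling so polarization falls and inhibition rises; many of its hits are not listed in these tables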
GLD-1 RNA inh: GLD-1-TGE RNA interaction inhibition (C. elegans); Q17339; purified GLD-1 + fluorescein TGE RNA, fluorescence polarization; inhibition, % at 5.96 µM; 0.44% of 320,000 active;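 active means percent inhibition above a per-plate cutoff, the plate mean of test compounds plus 3 SD, cut at about 30% in these data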;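 further: 0% = DMSO wells with GLD-1 and probe and 100% = wells lacking GLD-1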
Fam108B inh: counter-screen for RBBP9 inhibitors: inhibitors of mouse Fam108B | recombinant Fam108B, FP-Rh probe fluorescence polarization | inhibition, % at 9.51 µM | 0.33% of 300,000 active | AID 1947;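 active means inhibition above the screen mean inhibition plus 3 SD, computed separately per campaign, cut at about 18% in these data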;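 further: inhibitors lower polarization as less probe binds the enzyme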
PAD4 FP inh: PAD4 (human) enzyme inhibition; Q9UM07; recombinant PAD4, RCA probe fluorescence polarization; inhibition, % at 6.36 µM; 0.41% of 330,000 active; AID 485272;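 active means percent inhibition above a cutoff equal to the mean of all tested compounds plus 3 SD, cut at about 15% in these data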;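 further: 0% = PAD4 with RCA probe and DMSO and 100% = probe without PAD4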
Starred values were filed as active, the others as inactive; ? = inconclusive; · = not tested or not shown. Only part of the results is shown; rates above refer to the full screens.

Structure	BCLXL inh	GSTO1 counter	MEX-5 binding	MCL1 BIM primary	TPT1 inhibitor	PME-1 inh	GLD-1 RNA inh	Fam108B inh	PAD4 FP inh
CCOc1ccc(C(=O)/C=C/Nc2ccc(S(=O)(=O)Nc3onc(C)c3C)cc2)cc1	2	-2	-5.9	-6	4	1	-2	2	1
CC(C)CCNC(=O)C1CCN(C(=O)N(C)C)CC1	1	3	0.0	2	-1	-3	4	2	4
O=C(O)C1CC(=O)N(Cc2ccc3c(c2)OCO3)C1 (configuration not stated)	-3	-4	0.5	3	-2	0	7	-4	0
Cn1nnnc1SCC(=O)C(C)(C)C	3	7	-0.4	-1	1	-1	7	1	-2
C/C(=N\OCc1nc2ccccc2c(=O)n1/N=C/c1cc([N+](=O)[O-])ccc1O)c1ccccc1	7	-3	-2.0	7	4	0	6	19*	-5
C/C(=N\NS(=O)(=O)c1ccccc1)c1ccc2c(c1)OCCO2	4	-1	0.9	10	-4	-1	9	-4	-3
CN(C)S(=O)(=O)c1ccc(NC(=O)CN2CCCCCC2)cc1	-3	-7	1.0	-4	2	4	1	1	-5
O=C(Cc1ccccc1)NC(NC(=O)Cc1ccccc1)c1cccc([N+](=O)[O-])c1	2	0	1.4	-2	0	-3	1	0	2
CCCCNC(=O)c1cc2cc(OC)ccc2[nH]1	9	19	1.0	18	-3	0	4	6	1
Cn1cnc(S(=O)(=O)N2CCN(c3cccc(Cl)c3)CC2)c1	-6	-1	-3.1	-5	-4	4	-4	2	0

(more compounds)
Structure	BCLXL inh	GSTO1 counter	MEX-5 binding	MCL1 BIM primary	TPT1 inhibitor	PME-1 inh	GLD-1 RNA inh	Fam108B inh	PAD4 FP inh
COc1ccc(NC(=O)Nc2ccc3nc(C)c(C)nc3c2)cc1	3	3	-6.6	2	9	20	0	4	2
CCCCCCNc1cc2n(c(=O)n1)CCc1cc(OC)c(OC)cc1-2	8	-2	·	6	1	-16	-7	-4	-2
O=C(N/N=C/c1ccc([N+](=O)[O-])o1)c1cn(-c2ccccc2)nc1-c1ccccc1	2	-8	-4.9	-3	12	-5	1	0	-7
Cc1ccc(Nc2nc(C(=O)N3CCC(C(=O)NCc4ccccc4)CC3)cs2)cc1	0	-10	-1.9	-6	-3	0	5	2	-2
COCc1cc(C)nc(OCC(=O)N/N=C\c2cc(C)n(-c3cccc(C(F)(F)F)c3)c2C)c1C#N	3	-2	2.3	0	-2	-6	7	-2	-4
COc1ccc(NC(=O)C(C)N2c3cccc4cccc(c34)S2(=O)=O)c(OC)c1 (configuration not stated)	9	-3	1.2	2	-1	3	-2	1	-3
CN(C(=S)NC(=O)c1ccc(Br)o1)c1ccccc1	4	7	0.4	14	-1	-1	5	3	1
COc1ccc2oc(=O)c(C(=O)NCc3ccc4c(c3)OCO4)cc2c1	-7	3	0.7	-1	1	-7	3	-3	-1
CCCS(=O)(=O)N1CCCC(c2nc(-c3cccc(OC)c3)no2)C1 (configuration not stated)	2	11	-2.0	11	1	-1	8	-4	-4
O=C(NC1CCCc2ccccc21)C(Cc1ccccc1)NS(=O)(=O)c1cccs1 (configuration not stated)	2	4	0.2	5	-2	9	0	-4	2

Remaining list, next part.
Structure	BCLXL inh	GSTO1 counter	MEX-5 binding	MCL1 BIM primary	TPT1 inhibitor	PME-1 inh	GLD-1 RNA inh	Fam108B inh	PAD4 FP inh
COc1ccccc1NC(=O)CC(=O)Nc1ccccc1OC	5	-2	3.6	4	-1	0	4	9	3
CCN(CC(=O)NCc1ccc(Cl)cc1)C(=O)CSc1ccccc1F	-4	0	-0.7	-8	-2	3	8	3	3
CCC1(c2ccc(F)cc2)NC(=O)N(CC(=O)Nc2cccc(S(=O)(=O)N3CCCCC3)c2)C1=O (configuration not stated)	-1	-6	1.9	-4	-2	0	-1	-3	-2
Cc1nc2nc[nH]n2c(=O)c1CCOC(=O)c1ccccc1F	2	-5	-1.0	-3	-6	-11	-1	3	-3
CC(/C=C1\N=C(SCc2ccccc2Cl)SC1=O)=C\c1ccccc1	6	2	?	6	4	-3	4	-3	-3
CCN(CC)CC(O)CCCCCCCCC(=O)OC (configuration not stated)	6	2	-1.4	10	0	4	-1	-2	5
COc1cc2ccccc2cc1C(=O)O	4	7	-2.6	4	-4	-5	4	-2	-4
Cc1cc(C)c2nc(C(F)(F)F)c(C#N)c(N)c2c1	-4	-7	3.2	-1	1	-13	6	-5	1
C/C=C(/C(=C/C)c1ccc(O)cc1)c1ccc(O)cc1	-3	-1	-0.3	-2	1	-11	6	-2	-8
COc1ccc(-n2c(C)nc3cc(C(=O)NCc4ccc5c(c4)OCO5)ccc32)cc1	4	3	1.9	-2	-2	-1	-3	-3	-3

(further entries)
Structure	BCLXL inh	GSTO1 counter	MEX-5 binding	MCL1 BIM primary	TPT1 inhibitor	PME-1 inh	GLD-1 RNA inh	Fam108B inh	PAD4 FP inh
CCSc1nnc(NC(=O)CSc2nnc(CNC(=O)c3ccccc3F)o2)s1	5	7	-0.9	9	-1	3	7	4	-4
CCOC(=O)N1CCN(C(=O)COc2cccc3c2CCN(Cc2ccccc2F)C3=O)CC1	-8	-5	2.1	-9	-1	8	5	-1	1
COc1ccccc1NC(=O)CCc1nnc2ccc(N3CCN(C)CC3)nn12	6	-3	0.4	3	0	-5	5	1	-2
CCN(CC)C(=O)CSc1nnc(-c2ccccc2)o1	-2	2	0.7	-1	2	-1	7	1	-3
CCOC(=O)c1sc(NC(C)=O)cc1C	2	2	-1.2	0	-1	2	-1	1	2
CCC(=O)N(Cc1cc2cc(OC)ccc2[nH]c1=O)c1ccc(C)cc1C	-2	2	1.8	0	0	5	2	0	3
N#CC(C(=O)OCc1ccccc1)c1nc2ccccc2nc1N1CCOCC1 (configuration not stated)	2	-12	-8.5	-8	9	-1	-1	0	-2
COc1ccc(NC(=O)CN(C)CC(=O)Nc2ccccc2SC)cc1Cl	3	-1	-0.1	-6	2	6	3	-1	-3
COc1ccc(C(=O)N(Cc2ccccc2)Cc2cc3cc4c(cc3[nH]c2=O)OCCO4)cc1	2	-5	-0.4	1	1	4	1	3	0
Cc1ccc(NC(=O)COC(=O)C2C3CC4OC(=O)C2C4C3)cc1 (configuration not stated)	4	5	2.7	3	0	3	5	-1	2

(further entries)
Structure	BCLXL inh	GSTO1 counter	MEX-5 binding	MCL1 BIM primary	TPT1 inhibitor	PME-1 inh	GLD-1 RNA inh	Fam108B inh	PAD4 FP inh
Cc1ccccc1Nc1nc(N)nc(CSc2n[nH]c(N)n2)n1	7	1	-3.0	8	-1	-3	4	-1	0
COc1ccc2c(c1)cc(C(=O)N[C@H](C(=O)N1CCC(C(=O)O)CC1)C(C)C)n2C	4	5	2.4	-1	-4	-2	8	-8	-2
CCn1cc([N+](=O)[O-])c(C(=O)N2N=C(c3ccc4ccccc4c3)CC2c2cc(Br)ccc2O)n1 (configuration not stated)	4	-100	0.6	-1	1	-85	9	-28	-11
Cc1ccc(C(=O)NCC(=O)N2CCC3(CC2)NCCc2[nH]cnc23)cc1C	1	4	-2.6	2	-4	9	-2	1	-3
Cc1nc2ccccc2c(=O)n1NC(=O)C1CCCCC1	3	-4	-3.2	2	-1	6	2	1	-4
COc1ccc(/C=N/n2cnnc2)cc1Cn1nc(C)c([N+](=O)[O-])c1C	8	1	-0.7	11	1	-3	2	4	-3
COCc1cc(=O)[nH]c(Nc2nc(C)c3ccccc3n2)n1	-1	8	2.6	8	-2	2	5	4	3
CC1=CC2=NC(=O)/C(=C\c3cccn3CCOc3ccc(C)c(C)c3)C(=N)N2O1	5	-7	2.4	-4	0	-26	5	-19	-1
CC1CCCCN1CCCNC(=O)c1cc(Br)c(Br)[nH]1 (configuration not stated)	0	-2	2.9	13	1	1	1	-6	3
Cc1ccc(-c2nnn(CC(=O)N(Cc3ccco3)C(C(=O)NC3CCCC3)c3cccs3)n2)o1 (configuration not stated)	3	-1	-3.7	-2	-3	0	2	-3	-1

(listing goes on)
Structure	BCLXL inh	GSTO1 counter	MEX-5 binding	MCL1 BIM primary	TPT1 inhibitor	PME-1 inh	GLD-1 RNA inh	Fam108B inh	PAD4 FP inh
CCc1ccc(NC(=O)CCCN2C(=O)C3CC=CCC3C2=O)cc1 (configuration not stated)	0	2	-1.0	-9	0	-1	-6	-4	0
CCCC12CN3CC(C)(CN(C1)C3c1ccc(OC(C)C)cc1)C2=O (configuration not stated)	10	5	0.2	4	-3	-8	1	-1	10
Cn1c(=O)c2c(nc(SCc3ccccc3)n2Cc2ccc(Cl)cc2)n(C)c1=O	7	-3	0.7	4	-5	0	7	3	3
O=C(O)c1cnn(-c2nc(-c3ccc(Cl)cc3)cs2)c1C(F)(F)F	5	7	1.2	0	2	-4	6	8	-1
Cn1c(C(=O)NCCN2CCCCCC2)cc2c(=O)n(C)c3ccccc3c21	4	9	-1.9	9	-2	2	0	-2	-1
Cc1cc(C)c2c(NC(=S)NC(=O)c3ccccc3)n[nH]c2n1	5	-7	-0.6	5	-1	1	-1	1	-1
COc1ccc(CCNS(=O)(=O)c2cn(C)c(=O)n(C)c2=O)cc1	3	6	-0.1	1	0	4	-4	2	2
O=C1C(C=NCC2CCCO2)=C(O)c2ccccc21 (configuration not stated)	3	3	1.4	-1	-1	0	6	5	2
O=C(CN(C(=O)CCC(=O)Nc1nccs1)c1ccc2c(c1)OCO2)NCc1ccccc1	-1	-3	2.3	0	0	-1	-3	4	-3
COc1ccc(C(c2nnnn2CCc2ccccc2)N2CCN(C3CCCC3)CC2)cc1OC (configuration not stated)	0	5	1.1	5	0	2	2	1	0

Remaining list, next part.
Structure	BCLXL inh	GSTO1 counter	MEX-5 binding	MCL1 BIM primary	TPT1 inhibitor	PME-1 inh	GLD-1 RNA inh	Fam108B inh	PAD4 FP inh
Cc1ccc(N2CC(C(=O)Nc3cccc(C(=O)NC4CC4)c3)CC2=O)cc1 (configuration not stated)	-7	·	·	-8	·	-1	5	·	-3
CC(=O)c1cc2c(cc1NC(=O)CSc1nc3ccc(C)cc3[nH]1)OCO2	3	8	-0.3	-3	-2	-5	4	-2	-2
CCCc1nc(SCC(=O)N2CCc3ccccc32)c2c(C)c(C)sc2n1	0	-2	0.7	-4	-4	-6	4	1	-1
COC(=O)c1ccccc1NC(=O)C1CCN(C(=O)N2CCOc3ccccc32)CC1	2	7	2.6	-1	-1	9	11	6	-5
